# L3MBTL1 block: inhibitors of human L3MBTL1; Q9Y468; AlphaScreen L3MBTL1–H3K9me1 peptide binding; Potency, µM (highest dose often 57.1 µM), for the others: at the highest dose activity, negative = inhibition, actives largely listed as inhibitors; 230,000 compounds, 0.66% hits; AID 485360; active = well fitted inhibition curve with a large enough effect; inconclusive = small, poorly fitted or top-dose-only effect; inactive = no such curve, though single readings can be large or run the other way; also: nearly all actives have a fitted effect of over 60% in size
# Target sequence (Q9Y468 whole entry, looked up): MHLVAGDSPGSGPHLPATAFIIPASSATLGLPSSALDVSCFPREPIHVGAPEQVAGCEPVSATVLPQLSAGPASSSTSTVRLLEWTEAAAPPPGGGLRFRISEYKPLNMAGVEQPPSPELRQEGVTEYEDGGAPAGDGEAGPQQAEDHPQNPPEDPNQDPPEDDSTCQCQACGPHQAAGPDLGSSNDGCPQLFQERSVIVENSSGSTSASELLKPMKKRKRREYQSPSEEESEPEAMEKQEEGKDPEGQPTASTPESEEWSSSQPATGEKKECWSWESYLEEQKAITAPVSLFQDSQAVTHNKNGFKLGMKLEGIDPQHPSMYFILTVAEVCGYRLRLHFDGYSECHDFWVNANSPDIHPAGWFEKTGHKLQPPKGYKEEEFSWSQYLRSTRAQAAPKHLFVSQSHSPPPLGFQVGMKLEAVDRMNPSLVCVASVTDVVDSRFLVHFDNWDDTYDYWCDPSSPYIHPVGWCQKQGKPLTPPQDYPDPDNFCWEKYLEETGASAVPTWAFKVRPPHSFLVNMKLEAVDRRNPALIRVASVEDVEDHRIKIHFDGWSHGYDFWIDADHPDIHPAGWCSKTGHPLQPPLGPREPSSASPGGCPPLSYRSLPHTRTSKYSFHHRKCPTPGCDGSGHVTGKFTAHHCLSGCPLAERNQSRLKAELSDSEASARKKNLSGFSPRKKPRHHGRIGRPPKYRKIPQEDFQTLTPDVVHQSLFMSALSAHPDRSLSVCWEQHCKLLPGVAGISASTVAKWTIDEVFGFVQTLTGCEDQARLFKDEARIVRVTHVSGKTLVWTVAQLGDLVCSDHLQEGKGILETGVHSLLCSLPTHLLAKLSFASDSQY
#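 AlphaScreen proximity signal between nickel-chelate acceptor and streptavidin donor beads (final 10 ug/mL) reports binding of 50 nM L3MBTL1 to 75 nM biotin-H3 K9me1 peptide; complex incubated with compounds 30 min at room temperature; cefsulodin titration as control.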
# * hit, by the source's call; ? = inconclusive; [ ] = another dose, or the depositor's remark. % is scaled to controls: 0 for no effect and ±100 for the full control effect; potency is read from the fitted curve at half-maximal effect.
SMILES,L3MBTL1 block
CCOc1ccccc1Nc1cc(C)c2cccc(C)c2n1,42%[activator]
O=C(CC(CC(=O)c1ccc(Cl)cc1)c1ccccc1C(=O)O)c1ccc(Cl)cc1,1%
Clc1ccc(CCNc2ncnc3c2nnn3Cc2ccccc2)cc1,-2%
C=CCNC(=O)Cc1ccc(S(=O)(=O)N2CCOCC2)s1,2%
COCCNc1nnc(SCC(=O)NNC(=O)c2ccco2)s1,10%
CCN(CC(=O)Nc1ccc(OC)cc1)C(=O)CCc1nc2ccccc2c(=O)[nH]1,-12%
CN(CC(=O)Nc1ccccc1Br)C(=O)CCSc1ccc(F)cc1,-3%
O=S1(=O)OCCC(c2ccccc2)N1Cc1ccccc1 (centres undefined),7%
CC[C@@H](C)[C@@H]1CN([C@@H](CN2CCC[C@H]2CN2C(N)=NC[C@H]2CC(C)C)C(C)C)C(=N)N1CCc1ccc(Cl)c(Cl)c1,4%
COc1cc(/C=C/C(=O)OCC(=O)Nc2oc(C)c3c(C)n[nH]c(=O)c23)ccc1OC(F)F,5%
COCCCn1c(=O)c2sccc2n(Cc2cccc(F)c2)c1=O,0%
C=CCOc1ccccc1CN1CCC(Cc2ccccc2)CC1,-10%
O=C(CSc1ccc(S(=O)(=O)N2CCOCC2)cn1)Nc1ccc(F)c(F)c1,2%
O=C(CN1C(=O)c2ccccc2S1(=O)=O)Nc1ncc(Cl)cc1Cl,?
COc1cc(C(=O)NCC(=O)Nc2ccc(F)c(F)c2)ccc1OCC(=O)N1CCOCC1,-4%
CCOc1ccc(NC(=O)CN(C)C(=O)c2ccc(N3CCCCCC3)c([N+](=O)[O-])c2)cc1OCC,-21%
CC1Cc2ccccc2N1C(=O)CN1CCN(S(=O)(=O)c2cccs2)CC1 (centres undefined),7%
COc1ccccc1N1CCN(C(=O)c2cccc(S(=O)(=O)N3CCCCCC3)c2)CC1,-7%
COc1ccccc1C(=O)NC(=O)COC(=O)c1cnc(C)cn1,-3%
CCOc1ccc(NC(=O)c2cccc3ccccc23)cc1,-4%
O=C(COC(=O)c1ccc(F)cc1)NCC1COc2ccccc2O1 (centres undefined),4%
O=C(NCc1ccc2c(c1)OCO2)c1c(-c2ccsc2)sc2ccccc12,-3%
CCOc1c(Br)cc(C(=O)OCC(=O)N2CCc3ccccc3C2)cc1OC,4%
Cc1cc(Br)c(OCc2ccc(C(=O)N/N=C/c3ccc[nH]3)cc2)c(Br)c1,-14%
COc1cc(F)cc(-c2ccc3c(c2)c(C#Cc2ccsc2)c(-c2cc(OC)cc(OC)c2)n3C)c1,4%

# In the list so far, these have a furan ring, fused or not.
SMILES,L3MBTL1 block
COCCNc1nnc(SCC(=O)NNC(=O)c2ccco2)s1,10%
COc1cc(/C=C/C(=O)OCC(=O)Nc2oc(C)c3c(C)n[nH]c(=O)c23)ccc1OC(F)F,5%

# More entries follow.
SMILES,L3MBTL1 block
COc1ccc(NC(=O)CN(C)CC(=O)NCc2ccc(C)cc2)cc1,2%
Cc1csc(NC(=O)c2cc(C)on2)n1,0%
COc1cc(/C=C/[N+](=O)[O-])ccc1OC(=O)c1cc2ccccc2oc1=O,-7%
O=C(CCC(=O)N1CCOCC1)NCCc1ccccc1,6%
CCOc1ccc(NC(=O)CN(C)C(=O)c2cccnc2Sc2ccccc2Cl)cc1OCC,3%
COc1ccccc1N1CCN(C2CCCN(Cc3ccc(Cl)cc3)C2)CC1 (centres undefined),-8%
CCN1C(=O)[C@H]2[C@@H](c3ccc(C)cc3)N3C(=O)N(c4ccccc4)C(=O)[C@@]3(C)[C@H]2C1=O,-3%
O=C(NC1CCCN(Cc2ccc(Cl)cc2)C1)C1CCC1 (centres undefined),-2%
Nn1c(SCC(=O)NCCc2ccc(F)cc2)nnc1C1CCCCC1,-3%
OCC[C@H]1C[C@H](O)[C@@H](O)[C@]2(OCCc3ccccc32)O1,-3%
O=C(OCC(=O)c1c[nH]c2ccccc12)c1cncc(Br)c1,-9%
O=C(CCCc1ccccc1)N1CCN(C2CCCCC2)CC1,-2%
O=C(OCc1ccc(F)cc1)c1cc2ccccc2cc1O,29%
COc1ccc2ccc(O)c(CN3CCN(S(=O)(=O)c4cccc(C(F)(F)F)c4)CC3)c2c1,18%
COCCCNC(=O)C[C@H]1C[C@H](C(=O)N2CCCCC2)[C@@]2(CCc3ccccc3)c3[nH]c4cc(CCC(=O)N(C)C)ccc4c3CCN2C1=O,25%
Cc1ccc(C2=NS(=O)(=O)N(C)C(C(=O)NCc3ccc(F)cc3)=C2)cc1,-21%
COc1cccc(NC(=O)CN(C)C(=O)c2cccnc2Nc2cccc(C(F)(F)F)c2)c1,1%
CC(=O)c1ccc(S(=O)(=O)N2CCC3(CC2)CC(=O)c2ccccc2O3)cc1,0%
O=C(NNC(=O)c1ccccc1O)c1ccc(Br)cc1,26%[2.29 µM]
Cc1ccc(NC(=O)CN(C)C(C)C(=O)N2CC(C)CC(C)C2)cc1 (centres undefined),39%[activator]
CC1CCN(C(=O)COC(=O)C2CCN(S(=O)(=O)c3ccc4c(c3)OCCO4)CC2)CC1,9%
O=C(CNC(=O)c1ccco1)NNC(=O)c1cccc(Cl)c1,-3%
O=C(COC(=O)/C=C/c1ccc(F)cc1)NC1CCS(=O)(=O)C1 (centres undefined),-1%
COc1cc(-c2nc3ccc(C)cn3c2NCc2ccccc2)ccc1-c1cccc(Cl)c1,-14%
CCC(=O)Nc1nnc(S(=O)(=O)N2CCCc3ccccc32)s1,5%

# Next results:
SMILES,L3MBTL1 block
CCNc1nc2c(c(=O)[nH]c(=O)n2C)n1CCCc1ccccc1,-1%[2.29 µM]
Cc1ccc(C(=O)NCC(=O)OCC(=O)Nc2cc(S(=O)(=O)N3CCOCC3)ccc2C)cc1,2%
CC(=O)[C@@]1(O)CCC2C3C=CC4=CC(=O)CC[C@]4(C)C3CC[C@@]21C (some centres undefined),3%
CCOCc1nnc(NC(=O)CCC2CCCCC2)s1,-3%[2.29 µM]
NC(=O)N/N=C/c1ccccc1OCc1cccc2ccccc12,2%
Cc1ccc(S(=O)(=O)N2CCCCC2C)cc1[N+](=O)[O-] (centres undefined),-3%
CC1CCC(NC(=O)CN2C(=O)c3ccccc3S2(=O)=O)CC1 (centres undefined),0%
COc1ccc(-n2c(=O)c(CCC(=O)NCCc3ccccc3F)nc3ccccc32)cc1,-6%
Cc1nnc(N2C(=O)c3ccc(Br)cc3C2=O)s1,4%
O=C(Cn1cnc2ccc(Cl)cc2c1=O)NC1CCS(=O)(=O)C1 (centres undefined),2%
CN(c1ccc(OCC(=O)Nc2cc(Cl)ccc2C(=O)O)cc1)S(=O)(=O)c1ccc(F)cc1,-18%
CC1(NC(=O)c2cc(-c3cccs3)nn2-c2ccccc2)CCS(=O)(=O)C1 (centres undefined),7%
COc1ccccc1NS(=O)(=O)c1cccc(C(=O)N2CCN(Cc3ccc4c(c3)OCO4)CC2)c1,0%
COc1ccc(-c2nc(SC(C)C(=O)c3c(N)n(C)c(=O)n(C)c3=O)n[nH]2)cc1 (centres undefined),-1%
COc1ccc(CC(=O)Nc2cc(S(=O)(=O)N3CCOCC3)ccc2N2CCCC2)cc1OC,2%
Cc1ccc(S(=O)(=O)NC(C)(C)C)cc1C(=O)OC(C)C(=O)NC1CC1 (centres undefined),-1%
Cc1cnc(C(=O)OC(C)C(=O)Nc2ccc(Cl)cn2)cn1 (centres undefined),-5%
COc1ccc(Cc2nnc(NC(=O)c3ccc(OC)cc3OC)s2)cc1,2%[2.29 µM]
CCc1noc(C)c1C(=O)OCC(=O)c1ccc(OC)c(OC)c1,-1%
C[C@H](OC(=O)c1[nH]cnc1C(=O)N1CCN(C(=O)OC(C)(C)C)CC1)c1ccccc1,9%
CN(C(=O)CN1C(=O)c2cccc(N)c2C1=O)C1CCCCC1,0%
Cc1ccc(-c2n[nH]c(=O)c3ccccc23)cc1S(N)(=O)=O,3%
O=C(NCc1cccnc1)c1cc(S(=O)(=O)N2CCOCC2)c(Cl)cc1Cl,16%
CCCC(=O)C1=C(O)C(C(=O)OC)C(C)(C)CC1=NCc1ccccc1 (centres undefined),5%
COc1cc(OC)c2cc(C(=O)N[C@H](C(=O)N3CCC[C@H]3C(=O)O)C(C)C)n(C)c2c1,5%

# The list goes on.
SMILES,L3MBTL1 block
CCCCN(C(=O)CSCC(=O)Nc1cccc(C)c1)c1c(N)n(CCCC)c(=O)[nH]c1=O,-9%
COC(=O)CN1C(=O)[C@H]2[C@@H](c3ccc(C)o3)N3C(=O)CN(Cc4ccccn4)C(=O)[C@@]3(Cc3ccccc3)[C@H]2C1=O,-1%
COCC(=O)N1CCCC(C(=O)c2ccc(-c3ccccc3)cc2)C1 (centres undefined),-4%
COc1ccc(CCNC(=O)CNS(=O)(=O)c2ccc(F)c(Cl)c2)cc1OC,-8%
COc1ccc(C(=O)NCN2CCN(c3ccccc3)CC2)cc1OC,3%
CC1CN(S(=O)(=O)c2cccc(C(=O)Nc3ccccc3N3CCCC3)c2)CC(C)O1 (centres undefined),-13%
O=C(Nc1ccc(Cl)cc1Cl)C1CCCO1 (centres undefined),7%
CCc1nnc(NS(=O)(=O)c2ccc(NC(=O)c3ccc(Br)cc3)cc2)s1,4%
Cn1c(SCC(=O)NNC(=O)c2ccccc2)nnc1C(F)(F)F,4%
COc1ccc(C)cc1NC(=O)C(c1ccccc1)N1CCN(CC(=O)N2CCCC2)CC1 (centres undefined),1%
CN(Cc1ccc(Cl)c(Cl)c1)C(=O)c1ccccc1SCC(=O)N1CCCC1,3%
Cc1ccc(NC(=O)COC(=O)CCc2c(C)nc3nc(N)nn3c2C)cc1C,-1%
Cn1c(=O)c2c(ncn2CC(=O)OCC(=O)Nc2ccc(F)cc2F)n(C)c1=O,0%
O=C(Cn1cnc2c(OCc3ccccc3)ncnc21)N[C@H](CO)Cc1cc2ccccc2[nH]1,2%
CCCCc1cc(=O)oc2cc(C)cc(OCC(=O)N3CCC(C(=O)O)CC3)c12,4%
CS(=O)(=O)c1ccc(C(=O)OCC(=O)NNC(=O)COc2ccc(Cl)cc2)cc1,7%
COc1ccccc1CNS(=O)(=O)c1cc2c3c(c1)CCC(=O)N3CCC2,3%
COc1ccc(C(=O)NCCc2ccc(C(F)(F)F)cc2)cc1S(=O)(=O)N1CCOCC1,-2%
COc1ccccc1NC(=O)Nc1ccc(S(=O)(=O)Nc2onc(C)c2C)cc1,-1%
O=C(COC(=O)Cc1ccc(F)cc1)Nc1ccc2[nH]c(=O)[nH]c2c1,1%
Cc1ccc(CN2C(=O)CC(Nc3ccc(N4CCOCC4)cc3)C2=O)cc1 (centres undefined),-1%
OCC1(Cc2ccccc2F)CCCN(Cc2c(F)ccc(F)c2F)C1 (centres undefined),0%[2.29 µM]
COc1cc(C(=O)OCC(=O)N2CCN(C(C)=O)CC2)ccc1OCC(C)C,10%
CCc1ccccc1OCC(=O)Nc1cccc(S(=O)(=O)N2CCCC2)c1,8%
CCOC(=O)C1=CN(Cc2ccco2)S(=O)(=O)N(C)C1c1ccc(F)c(Cl)c1 (centres undefined),2%

# Four consecutive compounds already listed, quoted:
SMILES,L3MBTL1 block
CCc1nnc(NS(=O)(=O)c2ccc(NC(=O)c3ccc(Br)cc3)cc2)s1,4%
Cn1c(SCC(=O)NNC(=O)c2ccccc2)nnc1C(F)(F)F,4%
COc1ccc(C)cc1NC(=O)C(c1ccccc1)N1CCN(CC(=O)N2CCCC2)CC1 (centres undefined),1%
CN(Cc1ccc(Cl)c(Cl)c1)C(=O)c1ccccc1SCC(=O)N1CCCC1,3%

# Random excerpt: two compounds from above
SMILES,L3MBTL1 block
CCc1nnc(NS(=O)(=O)c2ccc(NC(=O)c3ccc(Br)cc3)cc2)s1,4%
CCCCc1cc(=O)oc2cc(C)cc(OCC(=O)N3CCC(C(=O)O)CC3)c12,4%

# The listing picks up, starting 2 compounds before the break.
SMILES,L3MBTL1 block
CCc1ccccc1OCC(=O)Nc1cccc(S(=O)(=O)N2CCCC2)c1,8%
CCOC(=O)C1=CN(Cc2ccco2)S(=O)(=O)N(C)C1c1ccc(F)c(Cl)c1 (centres undefined),2%
COc1ccccc1NC(=O)c1ccccc1N(Cc1ccccc1)S(C)(=O)=O,-4%
COc1ccc(CNC(=O)CCC(=O)c2ccccc2)cc1,0%
CC(=O)OC[C@H]1O[C@@H](Oc2cc(O)cc3oc(-c4ccc(O)cc4)cc(=O)c23)[C@H](O[C@@H]2O[C@@H](C)[C@H](O)[C@@H](O)[C@H]2O)[C@@H](O)[C@@H]1O,-1%
CC(C)(C)N1C(=O)c2ccc(C(=O)Nc3ccc(O)cc3)cc2C1=O,-5%
COc1ccc(N2CCN(S(=O)(=O)c3ccc4c(c3)NC(=O)C(C)C(=O)N4)CC2)cc1 (centres undefined),-12%
O=C(CCCC(=O)N1CCN(c2cccc(Cl)c2)CC1)c1ccccc1,-2%
COc1cc(OC)cc(C(=O)NCC(=O)OCC(=O)NC2CCCc3ccccc32)c1 (centres undefined),-1%
CC(C)(C)c1ccc(OCCC(=O)NNC(=O)c2ccccc2)cc1,5%
CC[C@]12c3[nH]c4ccc(OC)cc4c3CCN1C(=O)C(CC(=O)NCCc1ccccn1)C[C@@H]2C(=O)N1CCN(C(=O)c2ccco2)CC1 (some centres undefined),-9%
Cc1ccsc1C(=O)N1CC=C(c2ccccc2)CC1,3%
CN(CC(=O)Nc1ccc(F)cc1)C(=O)CSc1ncccn1,-1%
O=C1NN(c2ccc(Br)cc2)C(=O)/C1=C\c1ccc(O)cc1O,-10%
Cc1ccc(NC(=O)c2ccc(Cl)c(S(=O)(=O)NCc3ccco3)c2)c(O)c1,1%
CCOc1ccc(NS(=O)(=O)c2ccc(C(=O)NCc3ccncc3)cc2)cc1,-9%

# Screening data as filed in PubChem BioAssay.

# Some of the compounds tested; rates above refer to the full screens.
